Compound activity (PubChem BioAssay)
CHOP inh: blocks CHOP induction under ER stress; AID 2732; inhibition, % at 10 µM; CHO-K1 CHOP-promoter luciferase, tunicamycin-induced, 15-18 h; hit rate 3.8% among 220,000;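 active = compounds that reduced the stress-induced luciferase reporter signal by more than about 70% of percent inhibition, limit read from the data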;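 note: 0% = tunicamycin plus vehicle and 100% = wells without tunicamycin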
TRPML3 agonist: human mucolipin-3 channel agonism; Q8TDD5; HEK293 TRPML3-YFP, Fluo-8 calcium fluorescence; 100% = the carbachol control signal; activation, % at 3 µM; hit rate 0.29% among 220,000; AID 1448;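 active = activation above its plate's cutoff, the mean activation of the plate's test wells plus 3 SD, cut at about 12% in these data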;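 note: 0% = DMSO only wells and 100% = carbachol wells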
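Test system – HEK293 line with stable expression of human TRPML3-YFP channel · Control set – carbachol 87 µM final as high control (100%), DMSO as low control (0%) · Signal – Fluo-8 calcium dye fluorescence, ex 470-495, em 515-575 nm · Incubation – 1-h 37 °C dye load, 5-s basal, 120-s post-compound reads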
TNF death inh: TNF-alpha cell death inhibition in Jurkat FADD-/- cells; Jurkat FADD-/- TNF necroptosis rescue, ATP luminescence, 24 h; 0 = TNF only, 100 = no-TNF cells; hit rate 0.068% among 220,000; activation (protection from cell death), % at 10 µM; AID 463075;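 active = activation, meaning protection from cell death, of at least 50% relative to plate controls; inactive = activation below 50%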;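 note: necroptosis triggered by 40 ng/mL TNF-alpha added together with compound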
RBBP9 inhibitor: inhibitors of human serine hydrolase RBBP9 | O75884 | recombinant RBBP9, FP-Rh probe fluorescence polarization | inhibition, % at 7.94 µM | hit rate 0.2% among 220,000;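 active = inhibition above the campaign mean of all tested compounds plus 3 SD, cut at about 14% in these data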;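 note: plate controls were DMSO wells with RBBP9 for no effect and wells lacking RBBP9 protein for full effect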
Target sequence (O75884 whole entry, looked up): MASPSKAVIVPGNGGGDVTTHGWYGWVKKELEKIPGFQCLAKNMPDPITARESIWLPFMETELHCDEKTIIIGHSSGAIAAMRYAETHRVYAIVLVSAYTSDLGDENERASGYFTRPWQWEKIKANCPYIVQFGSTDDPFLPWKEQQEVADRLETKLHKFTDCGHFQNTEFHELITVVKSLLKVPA
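Test system – recombinant human RBBP9 · Input – RBBP9 2.5 µM in dispensing solution, pre-mixing · Medium – Tris buffer pH 8.0, NaCl, Pluronic · Schedule – preincubation 30 min plus labeling 45 min at 25 °C · Measured by – fluorescence polarization · Measure – % inhibition · Controls – DMSO and no-protein wells · Replicates – one well per compound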
PPC-1+TRAIL kill: compounds killing PPC-1 cancer cells with TRAIL present (potentiator screen, no TRAIL-free arm) | hit rate 0.41% among 220,000 | cell killing (% activity), % at 4 µM | PPC-1 cells + TRAIL, ATPLite viability luminescence;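 active = cell killing above 50% in the first pass at 4 µM, then a duplicate retest at 5 µM averaging 50% or more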;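 note: plate controls were cells with TRAIL plus DMSO for no effect and medium-only wells lacking cells for full effect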
BaF3 tox: counter-screen for JAK2V617F inhibitors: parental Ba/F3 viability inhibitors | CellTiter-Glo ATP luminescence | inhibition, % at 5.6 µM | hit rate 1.1% among 220,000 | AID 1486;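 active = inhibition above a per-campaign cutoff, the mean inhibition of all tested compounds plus 3 SD, cut at about 27% in these data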;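 note: 0% = DMSO wells and 100% = JAK Inhibitor I control wells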
Wee1 degr inh: blocks degradation of human Wee1 kinase; P30291; HeLa Luc-Wee1K328M stability, luciferase luminescence; 100% = proteasome inhibitor MG132 effect; reporter increase, % at 5 µM; hit rate 1.2% among 220,000;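 active = activation above the mean of all tested compounds plus 3 SD, set per screening run, cut at about 8.8% in these data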;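 note: cells exposed to compound for 20 h before luminescence read; 0% = DMSO alone and 100% = MG132 at 30 µM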
Target sequence (P30291 whole entry K328M): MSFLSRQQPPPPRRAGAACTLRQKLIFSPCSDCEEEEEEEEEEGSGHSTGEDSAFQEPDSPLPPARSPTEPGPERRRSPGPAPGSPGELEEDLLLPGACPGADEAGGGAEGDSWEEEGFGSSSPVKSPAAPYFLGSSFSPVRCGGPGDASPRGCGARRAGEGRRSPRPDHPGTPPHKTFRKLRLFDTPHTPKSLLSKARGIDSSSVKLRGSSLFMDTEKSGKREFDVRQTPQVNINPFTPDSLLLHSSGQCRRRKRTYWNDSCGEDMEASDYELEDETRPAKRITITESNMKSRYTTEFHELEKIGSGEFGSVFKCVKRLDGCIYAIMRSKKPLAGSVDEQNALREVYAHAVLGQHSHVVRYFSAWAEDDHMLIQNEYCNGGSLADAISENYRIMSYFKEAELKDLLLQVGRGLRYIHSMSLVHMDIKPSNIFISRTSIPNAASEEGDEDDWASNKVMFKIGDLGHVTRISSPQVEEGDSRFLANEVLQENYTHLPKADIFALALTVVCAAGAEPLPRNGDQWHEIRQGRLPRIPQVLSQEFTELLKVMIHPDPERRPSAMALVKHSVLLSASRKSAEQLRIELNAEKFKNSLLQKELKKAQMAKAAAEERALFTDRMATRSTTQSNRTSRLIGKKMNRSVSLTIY
zfTRPN1 agonist: zebrafish TRPN1 (NompC) channel agonism; HEK293 zebrafish TRPN1-YFP, Fluo-8 calcium fluorescence; 100% = response to 87 µM carbachol; activation, % at 3 µM; hit rate 0.18% among 220,000;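 active = activation above its plate's cutoff, the mean activation of test wells on that plate plus 3 SD, cut at about 19% in these data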;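 note: 0% = DMSO alone and 100% = 87 µM carbachol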
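Material – zebrafish TRPN1-YFP in HEK293 cells · Doses – 3 µM single point · Schedule – dye 1 h 37 °C plus 30 min RT · Signal – Fluo-8 calcium fluorescence, excitation 470-495 nm, emission 515-575 nm · Read-out – % activation versus carbachol response · Control set – carbachol high, DMSO low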
Ba/F3 V617F tox: reduce viability of Ba/F3 cells dependent on JAK2V617F; AID 1446; inhibition, % at 5.6 µM; hit rate 1.1% among 220,000; Ba/F3 EpoR-JAK2V617F viability, ATP luminescence;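 active = inhibition above the campaign mean plus 3 SD over all tested compounds, cut at about 24% in these data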;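 note: cytokine-independent growth of Ba/F3 cells driven by EpoR plus mutant JAK2; 0% = DMSO-treated cells and 100% = JAK inhibitor I control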
* = called active by the depositor; . = not tested or not shown.

Each structure is followed by: PPC-1+TRAIL kill, zfTRPN1 agonist, CHOP inh, Ba/F3 V617F tox, TNF death inh, TRPML3 agonist, RBBP9 inhibitor, Wee1 degr inh, BaF3 tox
- CCN(CC)C(=O)c1ccccc1NC(=O)CN1C(=O)c2ccccc2C1=O
  0, -0.9, 2, -4, -0.3, 0.4, -11, -2, 1
- CCCc1c(O)nc(SCC(=O)NCCc2ccc(OC)c(OC)c2)[nH]c1=O
  2, -0.3, 25, -1, 0.0, -0.3, -7, 0, 4
- O=C(CN1CCN(Cc2ccccc2)CC1)N1CCCc2c1c(=O)oc1ccc(O)cc21
  -1, -0.4, 50, -2, -0.3, 0.9, -2, 0, 3
- COC(=O)c1cc(Br)c(=O)n(CCN(C(C)C)C(C)C)c1
  -13, 1.5, -10, -1, -1.3, 1.4, 1, -2, 1
- O=C(NCc1ccccc1)C1CCCN1S(=O)(=O)c1cccc2cccnc12 (configuration not stated)
  13, 3.0, -19, 3, -2.1, -0.4, -7, -1, 3
- Cc1cc(N2CCN(C)CC2)nc2ccc(NC(=O)CCC(=O)NCCC(C)C)cc12
  -13, 1.1, -9, 1, 2.0, 1.5, -6, -1, 7
- CC(CCc1ccccc1)NC(=O)CCCCCNc1nc(=S)[nH]c2ccccc12 (configuration not stated)
  -18, -3.0, 32, 1, 1.0, 0.3, 1, 3, 2
- CCOc1ccc(C2C(C(=O)C3CC3)N3C=C(C#N)C=CC3C2(C#N)C#N)cc1 (configuration not stated)
  -18, 1.3, 29, -2, -8.1, 1.1, -8, -2, 2
- O=C(O)C(c1ccccc1)C1(O)CCCCC1 (configuration not stated)
  26, -1.1, 4, -2, 0.0, 1.1, 3, 8, 1
- COc1ccc(N2CCN(CC(=O)Nc3cc(C)on3)CC2)cc1
  16, -0.1, 12, -4, -1.0, 0.6, 6, 0, -1

Among those listed so far, 2 have an NH in an aromatic ring.
Each structure is followed by: PPC-1+TRAIL kill, zfTRPN1 agonist, CHOP inh, Ba/F3 V617F tox, TNF death inh, TRPML3 agonist, RBBP9 inhibitor, Wee1 degr inh, BaF3 tox
- CCCc1c(O)nc(SCC(=O)NCCc2ccc(OC)c(OC)c2)[nH]c1=O
  2, -0.3, 25, -1, 0.0, -0.3, -7, 0, 4
- CC(CCc1ccccc1)NC(=O)CCCCCNc1nc(=S)[nH]c2ccccc12 (configuration not stated)
  -18, -3.0, 32, 1, 1.0, 0.3, 1, 3, 2

Other structures
Each structure is followed by: PPC-1+TRAIL kill, zfTRPN1 agonist, CHOP inh, Ba/F3 V617F tox, TNF death inh, TRPML3 agonist, RBBP9 inhibitor, Wee1 degr inh, BaF3 tox
- CCC(C(=O)OC)n1c(-c2ccccc2)nc2ccccc2c1=O (configuration not stated)
  -6, 0.5, 71*, -1, 0.4, -0.2, -7, -3, 2
- COc1ccc(C(C[N+](=O)[O-])C2(c3ccc(OC)c(OC)c3)C(=O)c3ccccc3C2=O)cc1 (configuration not stated)
  43, 0.4, 104*, 2, -4.3, 3.0, -12, -1, 2
- O=c1[nH]c(Cc2ccccc2Cl)nc2ccccc12
  14, -1.6, 16, -2, 5.4, 0.2, -4, 1, 2
- Cc1c[n+]([O-])n(-c2ccc(C(=O)O)cc2)n1
  -2, 2.3, -2, 3, 0.4, 0.9, -12, 3, 1
- O=c1c(Cl)c(NCCO)ncn1-c1ccccc1
  -15, 2.2, -12, 0, 0.3, 1.0, -1, 2, 1
- CC(=O)NC(NC(=S)Nc1ccccc1Br)C(Cl)(Cl)Cl (configuration not stated)
  20, -0.8, -3, 1, -0.6, -0.1, -1, -1, 1
- O=C1CC(c2ccccc2)CC(O)=C1C=NCc1ccccc1Cl (configuration not stated)
  -9, 2.2, 38, 43*, -9.8, -0.2, -5, 9.3*, 29*
- CC1(C)CC(=O)c2cc(OCC(=O)NCCCN3CCN(c4ccc(F)cc4)CC3)ccc2O1
  8, 6.7, 28, -4, -4.3, 3.1, -1, 2, 3
- Nn1c(SCc2ccccc2F)nnc1-c1ccccn1
  -17, 1.1, -17, -1, -1.4, 0.3, -3, 2, 1
- Cc1cc(=O)oc2cc(OCc3nnc(-c4ccccc4Br)o3)ccc12
  -12, -0.2, -20, -5, -5.4, 0.6, -13, -4, -1
- Cc1ccc(NC(=S)/N=C(\N)Nc2nc(C)c3cc(C)c(C)cc3n2)cc1C
  36, 0.4, -14, 15, 1.2, -0.4, -8, 0, 38*
- COC(=O)C(Cc1ccc(OC(=O)c2ccc(Cl)cc2)cc1)N1Cc2ccccc2C1=O (configuration not stated)
  23, 5.2, 30, 2, -1.2, 1.0, -13, 1, 96*
- COc1ccc(Cl)cc1C(=O)N1CCN=C1SC
  -11, -1.1, -15, -2, -1.7, 0.2, 7, 0, 2
- CCOC(=O)C1(Cc2cccc(OC)c2)CCN(Cc2cccc3c2OCO3)CC1
  -9, -0.2, 28, -3, 1.6, 1.4, 0, -1, 1
- COc1ccc(OC)c(/C=N/NC(=O)c2cc3c(OC)c(OC)ccc3[nH]2)c1
  26, 0.1, -9, 5, -2.1, -0.6, -2, 1, 8
- CCCOc1ccc(C2C(=O)N(C3CCCCCC3)CC(=O)N2Cc2ccco2)cc1OC (configuration not stated)
  -15, -0.4, -17, 3, 2.0, 0.2, 1, 0, 7
- CN(C)S(=O)(=O)c1cccc(N=c2scc(-c3ccc4c(c3)NC(=O)CO4)n2CC2CCCO2)c1 (configuration not stated)
  35, 1.6, 4, 1, -11, -0.1, 12, 4, 3
- COc1ccc(Nc2nc(NCC3CCCO3)nc(N)c2[N+](=O)[O-])cc1 (configuration not stated)
  24, -1.9, 17, -4, 0.4, -1.4, 3, 3, 1
- CN(C)c1nc(NS(=O)(=O)c2ccc(Cl)cc2)nc(N(C)C)n1
  -2, -1.0, 8, 0, 0.7, 0.5, -7, 0, 5
- CCCN1CN=C(Nc2nc3ccccc3o2)NC1
  19, 1.3, -34, 4, 1.7, 0.1, -11, 2, -1

An excerpt from above in order of the RBBP9 inhibitor value, smallest number first.
compound,RBBP9 inhibitor
COC(=O)C(Cc1ccc(OC(=O)c2ccc(Cl)cc2)cc1)N1Cc2ccccc2C1=O (configuration not stated),-13
Cc1ccc(NC(=S)/N=C(\N)Nc2nc(C)c3cc(C)c(C)cc3n2)cc1C,-8
CCCOc1ccc(C2C(=O)N(C3CCCCCC3)CC(=O)N2Cc2ccco2)cc1OC (configuration not stated),1

The listing continues:
Each structure is followed by: PPC-1+TRAIL kill, zfTRPN1 agonist, CHOP inh, Ba/F3 V617F tox, TNF death inh, TRPML3 agonist, RBBP9 inhibitor, Wee1 degr inh, BaF3 tox
- Cc1ccccc1OCCCc1c(C)n[nH]c1C
  ., -0.5, -6, -3, -1.0, 0.0, 2, -1, -1
- Cc1cc(C(=O)OCC(=O)N2CC(C)OC(C)C2)ccc1[N+](=O)[O-] (configuration not stated)
  -3, 0.0, -26, -4, 2.1, 0.5, -3, -3, -1
- Nc1ccc(S(=O)C(F)(F)F)cc1 (configuration not stated)
  12, 0.7, 1, 0, 1.5, 1.5, -8, 1, 1
- CN(CC(=O)Nc1ccc(SC(F)F)cc1)C1CCCCC1
  8, 0.4, 8, -1, 2.8, 1.4, -1, 6, 6
- COc1ccc(NC(=O)CSc2nnc(Cc3cccn3C)n2-c2ccc(F)cc2)cc1OC
  11, 0.3, 16, -1, 1.2, -0.3, -4, 2, 0
- COc1ccccc1NC(=O)CCN1CCCCCC1
  -11, 0.3, 27, 1, 1.3, 0.4, -8, 0, 2
- CSc1cccc(NC(=O)C2(S(=O)(=O)c3ccc(C)cc3)CC2)c1
  7, -2.3, 19, 5, 1.1, -1.9, 11, 2, 6
- Cc1ccsc1C(=O)C1CCCN(Cc2cn(C)nc2-c2ccccc2)C1 (configuration not stated)
  2, 0.5, 31, -2, 1.8, 0.6, 0, -2, 8
- COc1ccccc1-n1c(CNC(=O)c2ccccc2)nnc1SCC(=O)Nc1nnc(C)s1
  -18, 0.6, -15, 1, -0.5, 1.0, 2, 3, -5
- CN(CC1CCCO1)S(=O)(=O)c1ccc(C(=O)Nc2nccs2)cc1 (configuration not stated)
  -14, 3.5, -13, -1, 61*, 2.6, 3, -2, -5
- COCCCn1c(O)c(/C=C2\N=C(C#N)C(=Nc3ccc(C)cc3)O2)sc1=S
  11, 7.7, -6, -2, -19, 2.1, -1, 0, 2
